GAA spleen mod: inhibits or activates alpha-glucosidase in human spleen homogenate; human spleen homogenate, 4-MU-alpha-glucoside fluorescence; Potency, µM (highest dose often 79.9 µM), without a hit: top-dose activity change, negative = inhibition, hits mostly inhibitors; 240,000 compounds, 0.006% hits; AID 2112;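 also: potency is read from the fitted curve at half-maximal effect; 0% = enzyme with vehicle and -100% = no enzyme basal signal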
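Enzyme source: human spleen homogenate, 1 ug/well. Buffer 50 mM citric acid/K phosphate pH 5.0, 0.01% Tween-20. 4-MU-alpha-glucoside 1 mM; 37 C x 40 min; NaOH/glycine stop; fluorescence.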
CBFb-RUNX1 inh: CBF-beta/RUNX1 interaction disruption | Q01196+Q13951 | AlphaScreen CBFb-His/RUNX1-biotin binding, biochemical | Potency, µM (titrated, usually from 59.8 µM), inactives show at the highest dose activity, negative = inhibition, most hits filed as inhibitors | 230,000 tested, under 10 active | AID 1477; also: % of control where 0% means no effect
Target sequence (Q01196 whole entry, looked up): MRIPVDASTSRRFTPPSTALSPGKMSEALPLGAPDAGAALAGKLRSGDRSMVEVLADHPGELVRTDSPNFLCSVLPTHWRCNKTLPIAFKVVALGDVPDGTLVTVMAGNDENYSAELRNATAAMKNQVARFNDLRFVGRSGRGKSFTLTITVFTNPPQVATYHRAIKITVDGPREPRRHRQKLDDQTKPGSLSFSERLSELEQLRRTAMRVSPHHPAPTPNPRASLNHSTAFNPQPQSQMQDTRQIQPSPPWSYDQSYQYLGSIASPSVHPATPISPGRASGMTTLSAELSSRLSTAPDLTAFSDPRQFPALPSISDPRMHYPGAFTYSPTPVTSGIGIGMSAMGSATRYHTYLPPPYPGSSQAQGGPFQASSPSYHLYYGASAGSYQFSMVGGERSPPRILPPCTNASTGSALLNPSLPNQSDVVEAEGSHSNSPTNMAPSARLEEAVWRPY
Target sequence (Q13951 whole entry, looked up): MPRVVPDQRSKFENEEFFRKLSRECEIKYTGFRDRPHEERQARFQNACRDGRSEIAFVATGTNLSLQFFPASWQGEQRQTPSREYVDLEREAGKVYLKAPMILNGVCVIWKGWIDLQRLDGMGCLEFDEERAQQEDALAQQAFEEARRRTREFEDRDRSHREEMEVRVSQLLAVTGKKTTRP
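Compounds were screened at multiple concentrations against a preformed CBF-beta(His)/RUNX1(biotin) complex (30 nM of each) for 15 min at room temperature, followed by 90 min with nickel and streptavidin beads and AlphaScreen reading.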
HTT cytoprotect: protects HTT-Q103 PC12 cells, measured by ATP; PC12 HTT-Q103 induced, cytoprotection, ATP luminescence, 40 h; Potency, µM (titrated, usually from 56.4 µM), for inactives: cytoprotection (ATP increase), usual class: activators; 230,000 compounds, 0.14% hits;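 also: potency is read from the fitted curve at half-maximal effect; % of control where 0% means no effect; nearly all actives have a fitted effect of over 45% in size; toxic huntingtin expression switched on by the ecdysone agonist tebufenozide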
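Stable PC12 Q103-GFP cells in serum-supplemented, phenol red-free DMEM; induction by tebufenozide at 100 nM final; compound dose series; cell viability quantified luminescently from ATP.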
GAA glycogen mod: inhibitors or activators of human alpha-glucosidase glycogen cleavage; P10253; recombinant GAA, glycogen substrate, Amplex Red glucose oxidase fluorescence; Potency, µM (titrated, usually from 76.4 µM), for inactives: at the highest dose activity change, negative = inhibition, hits mostly inhibitors; 300,000 compounds, 0.38% hits; AID 2100;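 also: potency is read from the fitted curve at half-maximal effect; 0% = full enzyme reaction and -100% = no-enzyme basal signal; the screen sought inhibitors and activators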
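Recombinant human alpha-glucosidase (4 nM final) hydrolysed bovine liver glycogen (30 ug) for 40 min at 37 C in pH 5.0 citrate/phosphate with 0.01% Tween-20. Released glucose detected by glucose oxidase/Amplex Red, Ex 573/Em 610 nm. Compounds up to 77 uM; AC50 from Hill fits.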
GAA inhib: inhibitors of human lysosomal alpha-glucosidase; 200,000 compounds, 0.005% hits; Potency, µM (doses to about 76.9 µM), inactives show at the top dose activity change, negative = inhibition, hits mostly inhibitors; AID 1466; P10253; purified human GAA, 4-MU-alpha-glucoside fluorescence;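 also: potency is read from the fitted curve at half-maximal effect; plate controls were uninhibited enzyme wells for no effect and no-enzyme background for full effect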
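Endpoint fluorogenic read: 20 min room-temperature reaction of 4 nM human alpha-glucosidase with 400 uM 4-methylumbelliferyl-alpha-D-pyranoside, pH 5.0, quenched with 1M NaOH/1M glycine pH 10. AC50 from Hill modeling.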
Lamin A splicing: changes lamin A minigene splicing in HeLa cells; Potency, µM (highest dose often 46.1 µM), for inactives: at the highest dose ratio change, negative = inhibition, usual class: inhibitors; AID 1487; HeLa LMNA splicing GFP/RFP minigene ratio, 48 h; 200,000 compounds, 0.01% hits; active = well fitted inhibition curve with a large enough effect in the signal ratio, with a control signal flat, not every such curve was filed as active; inconclusive = small, poorly fitted or top-dose-only effect, or effect the other way, or a change in a side signal; the % refers to the signal ratio; also: potency is read from the fitted curve at half-maximal effect; % is scaled to controls: 0 for no effect and ±100 for the full control effect
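Read-out is the ratio of GFP to DsRed2 object intensity, acquired by 488 nm laser-scanning cytometry on HeLa lamin A-EGFP minigene reporter cells. Compound incubation 48 hrs at 37 °C in Opti-MEM with 2% FBS; DMSO 0.5% final.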
HTT aggregate: reduces HttQ103-GFP aggregates in PC12 cells; 220,000 compounds, 1.1% hits; AID 1688; PC12 HttQ103-GFP aggregates, Acumen cytometry, 40 h; Potency, µM (doses to about 46.1 µM), for the others: at the top dose activity change, negative = inhibition, most hits filed as inhibitors; also: potency is read from the fitted curve at half-maximal effect; % is scaled to controls: 0 for no effect and ±100 for the full control effect; nearly all actives have a fitted effect of over 60% in size
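Aggregate formation scored by laser-scanning cytometer (488 excitation, 500–530 emission) in lysed PC12 cells expressing Q103-GFP after 100 nM tebufenozide induction; library tested in dose series, with ATPLite reagent added in the multiplex.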
* hit, by the source's call; ? = inconclusive; / = not tested or not shown; & = joins results of further samples; [ ] = dose if it differs, or a comment. Unless noted, calls follow the shape of the dose curve; as a rule, active = well fitted curve in the direction sought with a large enough effect; inconclusive = small, poorly fitted or top-dose-only effect, or another doubt; inactive = no such curve, though single readings can be large; an effect the other way counts as inactive or inconclusive.

Values in the order – GAA spleen mod	CBFb-RUNX1 inh	HTT cytoprotect	GAA glycogen mod	GAA inhib	Lamin A splicing	HTT aggregate
> CN(Cc1ccno1)C(=O)CC1C(=O)NCCN1CC(c1ccccc1)c1ccccc1 (stereo not drawn)
→ 1%	15%	-6%[10 µM]	14%	/	/	-9%[9.22 µM]
> N[C@H](Cc1ccc(O)c(O)c1)C(=O)O
→ -9%&9%	/	-282%[inhibitor]	/	/	-20%&-11%	?
> CCSc1nnc(NC(=O)C2Cc3ccccc3CN2S(=O)(=O)CC)s1 (stereo not drawn)
→ -12%	-10%	-7%[10 µM]	0%	-1%	?	-33%
> CC1=Nc2ccccc2/C1=C/c1sc(=S)n(-c2cccc(C(=O)O)c2)c1O
→ -9%	?	-22%	9%	?	4%[46 µM]	17%
> O=C(NCCN1CCOCC1)c1ccc2c(c1)N(Cc1ccccc1)CCS2
→ 9%	-8%	-6%	4%	?	0%	0%
> Cc1cc(N2CCOCC2)nc2ccc(NC(=S)NCc3ccc4c(c3)OCO4)cc12
→ 6%	-5%	-21%	-14%	-4%	/	-21%
> COc1cccc(CC2(CO)CCCN(Cc3ccc(C)s3)C2)c1 (stereo not drawn)
→ 3%	11%	6%[10 µM]	-1%	/	/	2%[9.22 µM]
> O=C(Nc1ccccc1)Nc1scc2c1c(=O)oc1ccccc12
→ -1%	7%	-6%[10 µM]	2%	/	/	3%[9.22 µM]
> Cc1ccc(CNc2ccc3c(c2)ncn3C)cc1
→ 4%	3%	-5%	?	1%	1%	-15%
> C=CCn1c(=O)n(CC=C)c(=O)n(CC=C)c1=O
→ 4%	3%[21.7 µM]	-17%	/	/	/	/
> CN(Cc1cccnc1)Cc1cn(C)nc1-c1cccc(Cl)c1
→ -7%	3%	30%[10 µM]	-5%	-6%	?	5%[9.22 µM]
> O=C(CNc1ccccc1OC(F)F)N1CCc2ccccc21
→ -11%	1%	-26%	3%	1%	3%[46 µM]	2%
> CCc1nc2ccccc2nc1N1CCN(S(=O)(=O)c2ccccc2)CC1
→ -1%	0%	-17%[10 µM]	-5%	/	/	26%[9.22 µM]
> Cc1ccc(-c2csc(NC(=O)c3cccc([N+](=O)[O-])c3C(=O)O)n2)cc1
→ 5%	-2%	-41%[inhibitor]	10%	-2%	/	-13%
> CCOc1cc2nc(-c3ccc(OC)c(OC)c3)nc(N3CC(C)OC(C)C3)c2cc1OC (stereo not drawn)
→ 0%	1%	-27%	-4%	-3%	-6%	?
> Cc1cc(C)n2nc(C(F)(F)F)c(-c3ccccc3)c2n1
→ 14%	26%	5%[10 µM]	1%	-3%	22%[46 µM]	-6%[9.22 µM]
> O=C(Nc1ccccc1)C1CCCN1C(=O)Nc1ccccc1[N+](=O)[O-] (stereo not drawn)
→ -6%	6%	-9%[10 µM]	19%	12%	/	1%[9.22 µM]
> CC(=O)Nc1ccc(C(=O)NNC(=O)CCc2ccccc2)cc1
→ -8%	-1%	-4%	13%	-6%	10%	7%
> Cc1ccc(/C=C/C(=O)c2ccc(N3CCOCC3)cc2)s1
→ -22%	-4%	-55%[inhibitor]	-2%	-14%	2%[9.22 µM]	-14%
> COCCn1c(C)cc(C(=O)CSc2nnc(-c3cccnc3)n2-c2ccccc2F)c1C
→ -4%	-12%	0%	-4%	?	?	-8%
> COc1ccc(NC(=O)COC(=O)c2ccc(OCc3ccc(Cl)cc3Cl)c(OC)c2)c(OC)c1
→ 4%	-1%	8%[10 µM]	-5%	3%	-11%	?
> O=C(Nc1cccc2ccccc12)c1nn(C23CC4CC(CC(C4)C2)C3)cc1[N+](=O)[O-]
→ -17%	-29%	-44%[inhibitor]	1%	-6%	?	8%
> COC(=O)Cc1c(C(=O)OC)nnn1-c1cccc(C(F)(F)F)c1
→ 4%	1%	-22%	-4%	-7%	-3%[46 µM]	-7%
> O=C(NC1CC1)C1=C[C@H](c2csc3ccccc23)C[C@H](OCc2ccc(CO)cc2)O1
→ 1%	10%	-17%[10 µM]	-7%	/	/	-8%[9.22 µM]
> COCCCNC(=O)c1cc(Sc2nnc(C)s2)nc2ccccc12
→ -9%	1%	13%[10 µM]	7%	/	/	30%[9.22 µM]
> Cc1ccc(N=Nc2c(C)[nH]n(C(N)=S)c2=O)cc1C
→ 3%	0%	30%[10 µM]	0%	4%	?	9%
> O=C(Nc1nc(-c2ccc(Cl)cc2)cs1)NC1CCCCC1
→ -6%	4%	2%[10 µM]	9%	-8%	?	?
> O=[N+]([O-])c1cn(-c2nc(-c3ccco3)cc(C(F)(F)F)n2)cn1
→ 1%	7%	-7%	10%	?	-1%	22%
> COC(=O)C1C2C=CC(C3CC23)C1C(=O)OCC(=O)c1ccccc1 (stereo not drawn)
→ 2%	-1%	8%	8%	-9%	3%	2%
> Cc1cc(N2CCN(c3ccccc3)CC2)nc(-c2ccccc2)n1
→ -1%	1%	12%	-10%	?	?	-9%

Whole records, quoted from the list.
Results for COCCCNC(=O)c1cc(Sc2nnc(C)s2)nc2ccccc12 = GAA spleen mod: -9%; CBFb-RUNX1 inh: 1%; HTT cytoprotect: 13%[10 µM]; GAA glycogen mod: 7%; GAA inhib: /; Lamin A splicing: /; HTT aggregate: 30%[9.22 µM]
Results for O=[N+]([O-])c1cn(-c2nc(-c3ccco3)cc(C(F)(F)F)n2)cn1 = GAA spleen mod: 1%; CBFb-RUNX1 inh: 7%; HTT cytoprotect: -7%; GAA glycogen mod: 10%; GAA inhib: ?; Lamin A splicing: -1%; HTT aggregate: 22%

Further results:
Values in the order – GAA spleen mod	CBFb-RUNX1 inh	HTT cytoprotect	GAA glycogen mod	GAA inhib	Lamin A splicing	HTT aggregate
> CC(=O)c1cccc(NC(=O)C2CCCN(S(=O)(=O)c3cccc4cccnc34)C2)c1 (stereo not drawn)
→ 6%	-1%	6%	-8%	-2%	-13%	-6%
> Cn1c(=O)c2c(nc(NCCO)n2C)n(C)c1=O
→ -15%	13%	13%	2%	-14%	-14%	-21%
> C=CCN1CCN(C(c2cccc(OC)c2OC)c2nnnn2CCC(C)C)CC1 (stereo not drawn)
→ 0%	1%	-64%[inhibitor]	-3%	-2%	/	1%
> COc1ccccc1C(=O)Nc1ccc2c(c1)nc(CN1CCN(C(C)=O)CC1)n2C
→ 4%	11%	-15%[0.074 µM]	3%	-2%	1%	4%
> Nc1nnc(-c2ccccc2)s1
→ -5%	2%	-8%	-3%	-8%	-3%	-8%
> Cc1ccn2cc(C(=O)NCc3ccco3)nc2c1
→ 1%	3%	-31%	2%	-6%	/	-11%
> Cc1ccc(C(=O)C(C)OC(=O)c2cc3cc([N+](=O)[O-])ccc3oc2=O)cc1 (stereo not drawn)
→ -18%	-4%	12%[10 µM]	2%	?	-16%	-19%
> COc1ccc(-n2c(SCC(N)=O)nnc2-c2ccc(NS(=O)(=O)c3ccc(C)cc3)cc2)cc1
→ 3%	-2%	-2%[10 µM]	-10%	1%	13%	22%
> S=c1[nH]nc(-c2ccc3ccccc3n2)n1-c1ccccc1Cl
→ -3%	-3%	7%[10 µM]	5%	1%	-9%	11%
> CCOc1c(Nc2cccc(Cl)c2)c(=O)c1=O
→ 2%	9%	9%[10 µM]	-3%	/	/	-8%[9.22 µM]
> CCc1ccc2oc(-c3ccc(N)cc3)nc2c1
→ 7%	5%	-161%[inhibitor][0.074 µM]	-2%	5%	-14%	-10%
> CCOC(=O)c1cnc2c(Cl)cccc2c1NCCN1CCOCC1
→ -7%	7%	-7%[10 µM]	12%	9%	3%[46 µM]	-6%
> CO[C@H]1/C=C/O[C@@]2(C)Oc3c(C)c(O)c4c(O)c(c5c(c4c3C2=O)NC2(CCN(CC(C)C)CC2)N=5)=NC(=O)/C(C)=C\C=C\[C@H](C)[C@H](O)[C@@H](C)[C@@H](O)[C@@H](C)[C@H](OC(C)=O)[C@@H]1C
→ 2%	-2%[21.7 µM]	-76%[inhibitor]	/	/	?	-31%
> Cc1ccccc1C(=O)Nc1ccc2c(C#N)c3nc4ccccc4nc3n2c1
→ -11%	?	12%[10 µM]	-5%	?	?	?
> COc1ccc(NC(=O)CSc2nc3ccccc3c3nc4ccccc4n23)cc1
→ -6%	-2%	-7%[10 µM]	-3%	9%	-17%	-10%
> c1ccc(Nc2nc(N3CCNCC3)nc(N3CCOCC3)n2)cc1
→ -6%	-1%	2%[10 µM]	0%	0%	-13%	4%
> CNC(=O)c1ccc(NC(=O)c2cccc(C(F)(F)F)c2)cc1
→ -2%	6%	-3%[10 µM]	-18%	3%	?	13%
> C=C(C)Cn1c(-c2ccccc2)nc2ccccc21
→ -8%	17%	6%	-5%	0%	?	-12%
> COC(=O)NC(CCc1ccccc1)C(C(C)=O)C(=O)OC (stereo not drawn)
→ 1%	7%	0%	/	/	/	/
> COC(=O)c1ccc(C(=O)Nc2nnc(-c3cccnc3)o2)cc1
→ -1%	-6%	20%	12%	7%	?	15%
> COc1cc(CCN2C(=O)N[C@@H](c3ccccc3)C(C(C)=O)=C2C)cc(OC)c1OC
→ 5%	7%	4%	/	/	/	/
> CC1(C)CC(NC(=O)c2ccc3c(c2)OCO3)CC(C)(C)N1
→ -9%	-14%	-2%	10%	4%	9%	5%
> CCn1ccnc1CN(C)Cc1cn(-c2ccccc2)nc1-c1ccc(OC)cc1F
→ 1%	4%	-20%[10 µM]	4%	-1%	/	-15%[9.22 µM]
> Cc1cc(C)n(CCn2nc(C)cc2C)n1
→ -1%	20%	6%	0%	3%	7%	2%
> CS(=O)(=O)c1ccc(Cl)c(C(=O)O)c1
→ -6%	12%	-20%	6%	?	?	-5%
> Cc1ccc(N2C(=O)c3ccccc3C2Nc2ccccc2F)nc1 (stereo not drawn)
→ 5%	-2%	10%	-14%	-7%	1%	-6%
> COc1cccc(C2SCC(=O)N2c2ccc(Br)cc2)c1OC (stereo not drawn)
→ 0%	3%	19%[10 µM]	7%	3%	-10%	-20%

High-throughput results (PubChem BioAssay)
